# ZTA counter: blocks Epstein-Barr virus ZTA, an EBNA-1 counter-screen; P03206; ZTA-DNA binding, fluorescence polarization; inhibition, % at 11 µM; 320,000 compounds, 0.15% hits; AID 2234; in the data active = inhibition above about 33%
# Target sequence (P03206 whole entry, looked up): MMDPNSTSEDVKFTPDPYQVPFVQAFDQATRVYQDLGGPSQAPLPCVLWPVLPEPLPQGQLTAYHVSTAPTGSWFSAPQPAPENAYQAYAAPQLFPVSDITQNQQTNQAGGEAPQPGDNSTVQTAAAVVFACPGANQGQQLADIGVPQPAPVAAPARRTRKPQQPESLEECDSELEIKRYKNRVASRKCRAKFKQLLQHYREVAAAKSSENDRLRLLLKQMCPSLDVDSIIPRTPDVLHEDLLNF
# LYPLA1 counter: counter-screen for PME1 inhibitors: inhibitors of human LYPLA1; inhibition, % at 5.9 µM; recombinant LYPLA1, FP-Rh probe fluorescence polarization; O75608; AID 2174; 320,000 compounds, 0.16% hits;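 active = inhibition above the mean of all tested compounds plus 3 SD, set per campaign, cut at about 14% in these data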;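 also: inhibitors block serine hydrolase probe labeling of LYPLA1 so polarization falls; 0% = enzyme with DMSO and 100% = wells lacking LYPLA1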
# Target sequence (O75608 whole entry, looked up): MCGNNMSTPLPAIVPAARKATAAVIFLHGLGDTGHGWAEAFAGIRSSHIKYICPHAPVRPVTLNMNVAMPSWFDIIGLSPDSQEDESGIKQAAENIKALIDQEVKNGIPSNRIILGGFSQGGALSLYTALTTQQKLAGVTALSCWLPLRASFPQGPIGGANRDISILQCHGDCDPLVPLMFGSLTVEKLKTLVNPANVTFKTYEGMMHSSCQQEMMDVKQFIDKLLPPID
# PAFAH1B3 inh: inhibitors of human PAFAH1B3 | recombinant PAFAH1B3, FP-rhodamine probe, fluorescence polarization | inhibition, % at 3.39 µM | 340,000 compounds, 0.28% hits | AID 492972;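 active = inhibition above the screen-wide average of all tested compounds plus 3 SD, cut at about 25% in these data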;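 also: 0% = enzyme with DMSO only and 100% = wells lacking PAFAH1B3 protein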
# Target sequence (Q15102 whole entry, looked up): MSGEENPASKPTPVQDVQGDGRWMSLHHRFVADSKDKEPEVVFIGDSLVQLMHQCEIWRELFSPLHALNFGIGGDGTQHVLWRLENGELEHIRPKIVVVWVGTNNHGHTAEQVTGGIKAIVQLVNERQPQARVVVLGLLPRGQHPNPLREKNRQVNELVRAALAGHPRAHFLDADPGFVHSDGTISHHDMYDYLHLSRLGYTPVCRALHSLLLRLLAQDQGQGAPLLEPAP
# PREPL inh: inhibitors of human prolyl oligopeptidase-like enzyme PREPL. AID 2751. 320,000 compounds, 0.68% hits. Q4J6C6. inhibition, % at 5.96 µM. recombinant PREPL, fluorescence polarization activity-based probe; in the data active = inhibition above about 43%;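 also: 0% = enzyme with DMSO and 100% = wells lacking enzyme; many of its hits are not listed in these tables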
# LYPLA2 inh: blocks human lysophospholipase 2, a PME1 counter-screen | recombinant LYPLA2, FP-Rh probe fluorescence polarization | 320,000 compounds, 0.38% hits | O95372 | inhibition, % at 5.9 µM;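 active = inhibition above the screen-wide mean plus 3 SD, limit set per campaign, cut at about 26% in these data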;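 also: 0% = LYPLA2 with DMSO and 100% = wells lacking LYPLA2 enzyme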
# PAD4 inh: blocks human protein arginine deiminase 4. inhibition, % at 6.36 µM. recombinant PAD4, RCA probe fluorescence polarization. AID 485272. Q9UM07. 330,000 compounds, 0.41% hits;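 active = percent inhibition above a cutoff equal to the mean of all tested compounds plus 3 SD, cut at about 15% in these data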;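 also: 0% = PAD4 with RCA probe and DMSO and 100% = probe without PAD4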
# EBNA-1 inh: blocks EBNA-1 binding to DNA | EBNA-1 DNA binding, fluorescence polarization | inhibition, % at 14.8 µM | 300,000 compounds, 0.34% hits; in the data active = inhibition above about 28%
# PAFAH2 FP inh: inhibitors of human PAFAH2; recombinant PAFAH2, FP-rhodamine activity probe, fluorescence polarization; inhibition, % at 3.39 µM; 340,000 compounds, 0.99% hits; AID 492956;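 active = inhibition above the mean over all tested compounds plus 3 SD, cut at about 30% in these data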;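 also: inhibitors block probe labeling of enzyme so polarization drops; 0% = enzyme with DMSO and 100% = wells lacking PAFAH2 protein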
# GSTO1 counter: counter-screen for RBBP9 inhibitors: inhibitors of human GSTO1; P78417; recombinant GSTO1, activity-based probe fluorescence polarization; inhibition, % at 5.96 µM; 300,000 compounds, 1.1% hits;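 active = inhibition above the campaign mean inhibition plus 3 SD, cut at about 35% in these data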;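 also: 0% = GSTO1-1 with DMSO and 100% = wells lacking GSTO1-1 enzyme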
# Target sequence (P78417 whole entry, looked up): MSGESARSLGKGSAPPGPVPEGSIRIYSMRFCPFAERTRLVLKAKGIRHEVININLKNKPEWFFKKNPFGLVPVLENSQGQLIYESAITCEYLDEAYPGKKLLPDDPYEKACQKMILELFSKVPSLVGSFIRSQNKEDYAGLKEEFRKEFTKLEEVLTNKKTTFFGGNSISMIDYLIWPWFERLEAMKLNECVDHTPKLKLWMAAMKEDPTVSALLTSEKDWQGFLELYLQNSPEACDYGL
# An asterisk follows results filed as active; / = no result given.
no.	SMILES	ZTA counter	LYPLA1 counter	PAFAH1B3 inh	PREPL inh	LYPLA2 inh
1	C=CC[n+]1c(-c2ccc(OC)c(OC)c2)csc1NNC(=O)Nc1ccccc1	-2	2	4	16	4
2	COc1cc(C(=O)O)ccc1OCc1ccncc1	-21	2	2	-3	0
3	COc1cc2sc3cc(NCC[C@@H]4CCCN4C)ccc3c(=O)c2cc1OC	/	/	-2	42	/
4	Cc1ccc([C@@H]2[C@@H]3C(=O)N(c4ccccc4)C(=O)[C@@H]3[C@]3(C)C(=O)N(CC4CC4)CC(=O)N23)o1	-1	3	4	12	7
5	COc1ccc(/C=C(\NC(=O)/C=C/c2ccco2)C(=O)NCCc2nc3ccccc3[nH]2)cc1	-10	-5	-1	7	3
6	COc1cc(OC)cc(C(=O)Nn2cc(C(=O)Nc3c(F)cccc3F)c3ccccc3c2=O)c1	-4	-5	3	-3	-8
7	Nc1nnc(SCc2cn3cc(Cl)ccc3n2)s1	-5	1	7	-3	2
8	CC1(C)Cc2c(c(-c3ccco3)nc3sc4c(NCC5CCCO5)ncnc4c23)CO1 (configuration not stated)	12	-6	11	11	-2

no.	PAD4 inh	EBNA-1 inh	PAFAH2 FP inh	GSTO1 counter
1	-3	14	5	-11
2	-2	-2	5	-3
3	-4	/	-5	/
4	2	6	2	4
5	-1	10	-13	0
6	0	5	5	-3
7	-2	6	-1	-5
8	2	-1	-4	-9

# More entries:
no.	SMILES	ZTA counter	LYPLA1 counter	PAFAH1B3 inh	PREPL inh	LYPLA2 inh
9	Nc1ccc(C(=O)Nc2ccc3nc(-c4ccncc4)[nH]c3c2)cc1	1	0	8	-1	5
10	CCOC(=O)C1CCN(C(=O)C(C)Oc2ccc(Br)cc2)CC1 (configuration not stated)	10	-2	1	-6	-3
11	COc1ccc(N(C(=O)c2ccc(C)cc2)S(=O)(=O)c2cccs2)cc1	1	3	-2	8	6
12	CC1(C)Cc2nc(-c3ccccc3)nc(NNC(=O)c3ccco3)c2CO1	4	-5	2	-3	-3
13	C=C1CCN([C@H](C(=O)NCc2ccc(Cl)cc2)C(C)C)S(=O)(=O)c2ccccc21	-26	5	-1	-7	5
14	COC(=O)c1cc(NS(=O)(=O)c2ccc(NCc3cccnc3)c([N+](=O)[O-])c2)cc(C(=O)OC)c1	-1	0	4	8	1
15	C[C@@H]1CN([C@@H](C)CO)C(=O)c2cccc(NS(C)(=O)=O)c2O[C@H]1CN(C)CC1CCCCC1	/	/	5	3	/
16	Cc1ccc(NCC(O)Cn2cnc3c2c(=O)n(C)c(=O)n3C)cc1 (configuration not stated)	11	1	-5	4	-2

no.	PAD4 inh	EBNA-1 inh	PAFAH2 FP inh	GSTO1 counter
9	-3	10	3	0
10	5	2	2	1
11	3	-8	-6	6
12	-2	7	-5	0
13	-3	-12	-6	4
14	-1	8	8	2
15	3	/	7	/
16	2	7	0	5

# Further compounds:
no.	SMILES	ZTA counter	LYPLA1 counter	PAFAH1B3 inh	PREPL inh	LYPLA2 inh
17	CO/N=C\CC(=O)Nc1ccc(Cl)cc1Cl	3	0	1	2	-1
18	Cc1ccc(C(=O)NCCNC(=O)c2ccco2)cc1C	-5	-1	1	0	-2
19	O=C(O)CSc1nc2c(cnn2-c2ccccc2)c(=O)n1-c1ccc(Br)cc1	6	0	4	-1	2
20	COc1cccc(C(=O)/C=C/c2ccc(OCC#N)c(OC)c2)c1	13	-5	1	-1	-11
21	Cn1c(C(=O)NCCN2CCOCC2)cc2c(=O)n(C)c3ccccc3c21	-13	0	7	9	-4
22	Cc1ccc(C)c(OCc2cc(C(=O)N(C)Cc3ccccn3)no2)c1	2	2	4	7	4
23	O=C(Nc1ccc(S(=O)(=O)NC2CCCCC2)cc1)c1ccc(Br)o1	4	-8	1	-13	-10
24	CCOc1cc(/C=N\NC(=O)CC(=O)NCCc2ccccc2)ccc1O	-7	-3	4	6	2

no.	PAD4 inh	EBNA-1 inh	PAFAH2 FP inh	GSTO1 counter
17	-8	-1	2	-10
18	0	11	6	7
19	-3	6	-1	6
20	2	15	-2	-21
21	-1	2	-2	11
22	-1	6	-1	0
23	3	9	2	-2
24	0	-13	5	3

# Continued.
no.	SMILES	ZTA counter	LYPLA1 counter	PAFAH1B3 inh	PREPL inh	LYPLA2 inh
25	Cc1ccc2[nH]c(=O)c(N3CCOCC3)c(-c3ccccc3)c2c1	-2	-1	10	3	-1
26	N#C/C(=C\c1ccc(-c2ccc(C(=O)O)cc2)o1)C(=O)NCC1CCCO1 (configuration not stated)	-3	-4	6	-12	-4
27	O=C(NC1(C(F)(F)F)NC(=O)N(C2CCCC2)C1=O)C1CC1 (configuration not stated)	-3	1	6	20	3
28	NC(=O)C1CCCN(C(=O)CCCNC(=O)c2ccc(Cl)cc2)C1 (configuration not stated)	-15	-1	0	7	4
29	Cc1cccc(NC2=NC3(CCCCC3)N=C(N)N2)c1C	-1	2	5	13	3
30	COc1ccccc1N1CCN(Cc2cc(OC)c3c(c2)OCO3)CC1	-8	0	11	-6	-2
31	COc1ccc(C2N(c3ccccc3)C(=O)C2(F)F)cc1OC (configuration not stated)	-3	-1	5	-8	22
32	Cc1ccc(C)n1-c1c(C(=O)NN)cnn1-c1ccccc1	10	-1	3	8	-3

no.	PAD4 inh	EBNA-1 inh	PAFAH2 FP inh	GSTO1 counter
25	3	-2	-1	-3
26	0	-2	3	8
27	-2	-2	-2	-2
28	-5	4	-1	11
29	-2	-2	4	7
30	-4	-10	-3	6
31	1	-11	-3	-1
32	-4	1	-5	4

# Next results
no.	SMILES	ZTA counter	LYPLA1 counter	PAFAH1B3 inh	PREPL inh	LYPLA2 inh
33	CCCCc1c(C)[nH]c(C(=O)OCC)c1C	15	3	-2	-1	3
34	CCC(C)(C(=O)NC1CCCC1)N(Cc1cccs1)C(=O)c1ccc2c(c1)OCO2 (configuration not stated)	4	1	4	-4	-5
35	O=C(NNC1CC(=O)N(c2ccc3c(c2)OCCO3)C1=O)c1ccc(Cl)cc1 (configuration not stated)	-3	2	-1	5	0
36	CC(C)C(CCNC1CCN(C)CC1)c1ccc(Cl)cc1 (configuration not stated)	-6	-1	-1	-12	-6
37	CCC(C)Sc1nc2c(cnn2-c2ccccc2)c(=O)[nH]1 (configuration not stated)	1	-3	1	19	-4
38	O=C(COS(=O)c1ccccc1)Nc1cc(Cl)ccc1N1CCOCC1 (configuration not stated)	3	-2	12	-7	-2
39	CCN(C[C@H]1N[C@@](Cc2ccccc2)(C(=O)OC)[C@H]2C(=O)N(Cc3ccccc3)C(=O)[C@@H]12)C(=O)COC	/	/	5	10	/
40	Oc1ccc(N=Nc2n[nH]c(-c3ccc(Br)cc3)n2)cc1	0	0	10	7	1

no.	PAD4 inh	EBNA-1 inh	PAFAH2 FP inh	GSTO1 counter
33	2	-3	-4	-3
34	-1	-1	-1	0
35	-2	-7	1	-1
36	3	-4	6	-2
37	0	-5	-16	-6
38	-1	9	5	7
39	-3	/	8	/
40	-9	2	12	-14

# Carrying on:
no.	SMILES	ZTA counter	LYPLA1 counter	PAFAH1B3 inh	PREPL inh	LYPLA2 inh
41	CCC1Nc2ncnc(N3CCN(c4ccccc4)CC3)c2N(Cc2ccc(Br)cc2)C1=O (configuration not stated)	6	-3	2	-39	1
42	N#Cc1cc(N2CCOCC2)nc2ccccc12	-13	6	10	16	3
43	CCN(C(=O)CN1CCN(c2ccccc2F)CC1)c1c(N)n(Cc2ccccc2)c(=O)[nH]c1=O	-4	1	-4	3	-3
44	CC[C@H]1c2[nH]c3ccccc3c2C[C@@H]2C(=O)N(c3ccc(F)cc3)C(=O)N21	1	1	6	24	2
45	Cc1cc(C)c(NC(=O)CSc2nnc(CNC(=O)c3ccco3)o2)c(C)c1	-11	-1	3	13	-2
46	COc1cccc(NC(=O)CNC(=O)c2ccc(OC)c(OC)c2)c1	10	1	-1	6	4
47	CC1=NN(c2ccccc2)C(=O)/C1=C\c1ccc(Oc2ccc([N+](=O)[O-])cc2[N+](=O)[O-])cc1	30	12	18	11	41*
48	Cc1nnc(SCC(=O)N2CCN(Cc3ccccc3)CC2)s1	0	2	5	4	3

no.	PAD4 inh	EBNA-1 inh	PAFAH2 FP inh	GSTO1 counter
41	3	4	-1	-1
42	-4	-10	1	7
43	0	4	-4	0
44	4	7	8	-2
45	-1	-11	-1	-2
46	-1	-1	-3	9
47	51*	6	25	77*
48	-6	-3	7	-3

# The results go on:
no.	SMILES	ZTA counter	LYPLA1 counter	PAFAH1B3 inh	PREPL inh	LYPLA2 inh
49	C/C(=N\NC(=O)C1CC1)c1ccc(C)cc1C	5	-2	-3	1	0
50	Nc1nc2n(n1)C(c1ccccc1Cl)CC(c1ccc(F)cc1)N2 (configuration not stated)	-8	-2	10	33	3
51	Cc1ccc(/C=C/C(=O)Nc2nc3ccccc3[nH]2)cc1	20	1	5	1	-1
52	CCc1ccc(N(CC(=O)NC2CCCCC2)S(=O)(=O)c2c(C)noc2C)cc1	15	-6	3	0	-9
53	Cc1nc2ccc(NC(=O)C3COc4ccccc4O3)cc2s1 (configuration not stated)	-11	1	3	7	8
54	COc1ccc(/C=C/C(=O)NC(=S)NNC(=O)Cc2cccs2)cc1OC	10	-3	10	17	-7
55	COc1ccc(-c2ccnc(-c3ccc(OCCCF)cc3)n2)cc1	1	-9	4	-1	-15
56	COc1ccc(S(=O)(=O)N2CCCC(C(=O)NCc3ccccn3)C2)cc1 (configuration not stated)	3	-3	2	0	-2
57	COc1ccc(C(C)=O)cc1CC(=O)NC1CCCCCC1	2	1	-4	-4	1
58	O=C(O)COc1ccc2nsnc2c1Cl	6	2	6	6	1
59	COc1ccc(CN2CC(=O)N(c3ccc(C)cc3C)C2=S)cc1OC	-11	7	2	-5	3

no.	PAD4 inh	EBNA-1 inh	PAFAH2 FP inh	GSTO1 counter
49	0	4	-2	-4
50	-8	4	-1	-2
51	0	7	-8	-6
52	-2	3	-5	5
53	5	-6	-7	5
54	6	-12	-6	-16
55	-4	-2	-4	1
56	-2	-8	-4	14
57	2	2	-7	2
58	-3	-2	2	-1
59	-4	-10	2	6

# Pulled by compound from the entries so far (2):
no.	SMILES	ZTA counter	LYPLA1 counter	PAFAH1B3 inh	PREPL inh	LYPLA2 inh
58	O=C(O)COc1ccc2nsnc2c1Cl	6	2	6	6	1
55	COc1ccc(-c2ccnc(-c3ccc(OCCCF)cc3)n2)cc1	1	-9	4	-1	-15

no.	PAD4 inh	EBNA-1 inh	PAFAH2 FP inh	GSTO1 counter
58	-3	-2	2	-1
55	-4	-2	-4	1

# Filtered by structure: those above containing fluorine
no.	SMILES	ZTA counter	LYPLA1 counter	PAFAH1B3 inh	PREPL inh	LYPLA2 inh
6	COc1cc(OC)cc(C(=O)Nn2cc(C(=O)Nc3c(F)cccc3F)c3ccccc3c2=O)c1	-4	-5	3	-3	-8
27	O=C(NC1(C(F)(F)F)NC(=O)N(C2CCCC2)C1=O)C1CC1 (configuration not stated)	-3	1	6	20	3
31	COc1ccc(C2N(c3ccccc3)C(=O)C2(F)F)cc1OC (configuration not stated)	-3	-1	5	-8	22
43	CCN(C(=O)CN1CCN(c2ccccc2F)CC1)c1c(N)n(Cc2ccccc2)c(=O)[nH]c1=O	-4	1	-4	3	-3
44	CC[C@H]1c2[nH]c3ccccc3c2C[C@@H]2C(=O)N(c3ccc(F)cc3)C(=O)N21	1	1	6	24	2
50	Nc1nc2n(n1)C(c1ccccc1Cl)CC(c1ccc(F)cc1)N2 (configuration not stated)	-8	-2	10	33	3
55	COc1ccc(-c2ccnc(-c3ccc(OCCCF)cc3)n2)cc1	1	-9	4	-1	-15

no.	PAD4 inh	EBNA-1 inh	PAFAH2 FP inh	GSTO1 counter
6	0	5	5	-3
27	-2	-2	-2	-2
31	1	-11	-3	-1
43	0	4	-4	0
44	4	7	8	-2
50	-8	4	-1	-2
55	-4	-2	-4	1

# This is a subset; rates above refer to the full screens.
